Sm TGR inh: inhibitors of Schistosoma mansoni thioredoxin glutathione reductase; purified TGR, DTNB reduction, TNB absorbance 405 nm; actives 3% (n = 360,000); Potency, µM (top dose mostly 114 µM), for inactives: top-dose activity change, negative = inhibition, actives largely listed as inhibitors; Q962Y6; AID 485364; note: potency is the fitted concentration of half-maximal effect; % is set by controls: 0 for no effect and ±100 for the full control effect; nearly all actives have a fitted effect of over 60% in size
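First, TGR (20 nM dispensed) and NADPH were mixed with compound. Second, a 15 min room-temperature incubation followed. Third, further NADPH and then DTNB were added to start the reaction. Finally, TNB absorbance was monitored kinetically.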
Giardia FBPA inh: inhibitors of Giardia lamblia fructose-1,6-bisphosphate aldolase. A8B2U2. purified Giardia FBPA. Potency, µM (highest dose often 59.6 µM), inactives show top-dose activity, negative = inhibition, actives largely listed as inhibitors. actives 0.71% (n = 290,000); note: potency is the fitted concentration of half-maximal effect; % is set by controls: 0 for no effect and ±100 for the full control effect; nearly all actives have a fitted effect of over 55% in size
Target sequence (A8B2U2 whole entry, looked up): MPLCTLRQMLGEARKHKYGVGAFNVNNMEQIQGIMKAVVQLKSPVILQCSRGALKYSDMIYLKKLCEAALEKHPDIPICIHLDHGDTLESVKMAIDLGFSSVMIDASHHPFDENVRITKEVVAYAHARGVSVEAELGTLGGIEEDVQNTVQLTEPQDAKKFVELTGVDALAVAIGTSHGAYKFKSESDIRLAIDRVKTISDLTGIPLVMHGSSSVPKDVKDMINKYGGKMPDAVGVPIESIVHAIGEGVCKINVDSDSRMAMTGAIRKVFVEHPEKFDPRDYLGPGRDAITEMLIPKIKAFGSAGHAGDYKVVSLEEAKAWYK
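Giardia FBPA (40 nM reagent) was preincubated 10 min at RT with compound (up to 57.5 uM final), then substrate plus GAPDH/TPI/NAD/arsenate coupling system with diaphorase/resazurin was added; resorufin fluorescence (525/598 nm) was read after 20 min.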
CHX counter: counter-screen for Shiga toxin inhibitors: cycloheximide protein synthesis inhibition | actives 12% (n = 300,000) | max response, % | cell reporter, cycloheximide protein synthesis inhibition counterscreen; in the data active = max response mostly above about 13%, no sharp cut-off; inactive = mostly below about 14%; note: read at 38.3 µM for the half of the compounds with a filed dose; 0% is about no effect
Pf growth 48h: P. falciparum growth inhibition at 48 hours (one generation); actives 5.9% (n = 310,000); P. falciparum luciferase growth in erythrocytes, 48 h; Potency, µM (titrated, usually from 28.7 µM), without a hit: at the highest dose activity change, negative = inhibition, hits mostly inhibitors; AID 504832; note: potency is the fitted concentration of half-maximal effect; % is set by controls: 0 for no effect and ±100 for the full control effect
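Read-out is firefly luciferase luminescence from an integrated reporter in P. falciparum, so falling signal marks reduced parasite growth. Infected erythrocytes were at 2% hematocrit and 0.1% parasitemia (final) in Albumax-supplemented RPMI 1640.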
Pf growth 96h: inhibits malaria parasite growth, 96 h | actives 6.9% (n = 320,000) | Potency, µM (doses to about 28.7 µM), for inactives: at the top dose activity change, negative = inhibition, hits mostly inhibitors | P. falciparum luciferase reporter growth, 96 h | AID 504834; note: potency is the fitted concentration of half-maximal effect; % is set by controls: 0 for no effect and ±100 for the full control effect
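Two-generation exposure (96 h) targets delayed-death phenotype. Reporter parasites carrying integrated firefly luciferase, in red cells at 2% hematocrit and 0.05% parasitemia final, kept at 37 C, 5% CO2; luminescence loss indicates inhibition.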
Shiga inhibitor: blocks Shiga toxin action in Vero cells. Vero cells, Shiga toxin protein synthesis inhibition reporter. inhibition, % at 38.7 µM. actives 9.2% (n = 290,000); in the data active = inhibition mostly above about 28%, no sharp cut-off; inactive = mostly below about 43%; note: 0% is about no effect
* = called active by the depositor; & = joins results of further samples; [ ] = dose if it differs, or a comment. Unless noted, calls come from the whole dose curve; as a rule, active = well fitted curve in the direction sought with a large enough effect; inconclusive = small, poorly fitted or top-dose-only effect, or another doubt; inactive = no such curve, though single readings can be large; an effect the other way counts as inactive or inconclusive.

C(=N\Nc1nncn1/N=C/c1ccco1)/c1ccco1 was read as Sm TGR inh 1%, Giardia FBPA inh -13%, CHX counter -1, Pf growth 48h -6%, Pf growth 96h -18% and Shiga inhibitor -12.
`Cc1ccc2[nH]c(=O)cc(C(=O)OCC(=O)c3ccccc3)c2c1` gave Sm TGR inh 9%, Giardia FBPA inh 5%, CHX counter 7, Pf growth 48h 5%, Pf growth 96h 40% and Shiga inhibitor 0.
COCCn1c(SCC(=O)c2ccc3c(c2)OCCO3)nnc1-c1ccco1 was read as Sm TGR inh -25%, Giardia FBPA inh -3%, CHX counter 4, Pf growth 48h 8%, Pf growth 96h -14% and Shiga inhibitor -11.
`CCOc1ccc2nc(NC(=O)CCn3cccc3)sc2c1` gave Sm TGR inh -20%, Giardia FBPA inh -2%, CHX counter 29*, Pf growth 96h inconclusive and Shiga inhibitor 86*.
CCc1ccc(NC(=O)CCS(=O)(=O)c2ccc(Br)cc2)cc1 was read as Sm TGR inh 13%, Giardia FBPA inh 3%, CHX counter -3, Pf growth 48h 0%, Pf growth 96h 15% and Shiga inhibitor 3.
Screening C/C(=N\NC(=O)c1ccc(NS(=O)(=O)c2cccs2)cc1)c1ccc2c(c1)OCO2 returned Sm TGR inh 28%, Giardia FBPA inh 4%, CHX counter 7, Pf growth 48h -1%, Pf growth 96h 2% and Shiga inhibitor -6.
`FC(F)Oc1ccccc1NC(=S)NCc1ccco1` gave Sm TGR inh inconclusive, Giardia FBPA inh -6%, CHX counter -2, Pf growth 48h 0%, Pf growth 96h 15% and Shiga inhibitor 1.
For Cc1ccc(CC(=O)c2ccc(Cl)cc2)cc1 the results were Sm TGR inh -11%, Giardia FBPA inh 2%, CHX counter 47*, Pf growth 48h 102%[activator], Pf growth 96h 39%[activator] and Shiga inhibitor 68*.
Screening C[C@@H]1CC[C@@]2(NC1)O[C@H]1C[C@H]3[C@@H]4CC=C5C[C@@H](O)CC[C@]5(C)[C@H]4CC[C@]3(C)[C@H]1[C@@H]2C returned Sm TGR inh 12%, Giardia FBPA inh 3%, CHX counter -2, Pf growth 48h 35%[activator], Pf growth 96h inconclusive and Shiga inhibitor -7.
`Cc1ccc(-c2ccc(C)c(N)c2C)c(C)c1N` gave Sm TGR inh 2%, Giardia FBPA inh -4%, CHX counter 10, Pf growth 48h 5%, Pf growth 96h 6% and Shiga inhibitor 2.
`O=C(Nc1cccs1)Nc1ccc(F)cc1F` gave Sm TGR inh 0%&1%, Giardia FBPA inh -7%, CHX counter 20*, Pf growth 48h 65%[activator], Pf growth 96h inconclusive and Shiga inhibitor 37.
C=C1C(=O)O[C@@H]2[C@@H]1CC/C(C)=C\CC[C@@]1(C)O[C@H]21 was read as Giardia FBPA inh 0%[21.7 µM], Pf growth 48h inconclusive and Pf growth 96h 9.5µM*.
Cn1ccnc1SCC(=O)Nc1cccc([N+](=O)[O-])c1 was read as Sm TGR inh 65%[activator], Giardia FBPA inh -2%, CHX counter 6, Pf growth 48h 76%[activator], Pf growth 96h 7% and Shiga inhibitor 40.
For Cc1cc(N2CCCC2)ccc1/C=C1/C(=O)N(C)C(=S)N1C the results were Sm TGR inh -22%, Giardia FBPA inh -3%, CHX counter 7, Pf growth 48h 0%, Pf growth 96h 7% and Shiga inhibitor 16.
COc1ccccc1N1CCN(CC(=O)Nc2nc(C)c(C(=O)N(C)C)s2)CC1 was read as Sm TGR inh 3%, Giardia FBPA inh 11µM*, CHX counter -3, Pf growth 48h -27%, Pf growth 96h 15µM* and Shiga inhibitor 2.
Cc1ccc(CC2S/C(=C(/C#N)C(=O)NCc3ccco3)N(c3ccccc3)C2=O)cc1 (stereo unspecified) was read as Sm TGR inh 3%, Giardia FBPA inh 0%, CHX counter -6, Pf growth 48h -18%, Pf growth 96h 15% and Shiga inhibitor -12.
For COc1ccccc1CC(=O)Nc1ccc2c(c1)C(=O)NC2=O the results were Sm TGR inh 12%, Giardia FBPA inh 1%, CHX counter -3, Pf growth 48h 8%, Pf growth 96h inconclusive and Shiga inhibitor -11.
For COc1ccc(F)cc1S(=O)(=O)NC1CCCCCC1 the results were Sm TGR inh -1%, Giardia FBPA inh 2%, CHX counter -4, Pf growth 48h -13% and Shiga inhibitor -6.
Screening O=C(Nc1ccc2nc(-c3ccc(Br)o3)[nH]c2c1)c1cccs1 returned Sm TGR inh 25µM*, Giardia FBPA inh -17%, CHX counter 45*, Pf growth 48h inconclusive, Pf growth 96h inconclusive and Shiga inhibitor 52*.
For CSc1nc(-c2ccccc2)cn1-c1ccc(NC(C)=O)cc1 the results were Sm TGR inh 9%, Giardia FBPA inh 13%, CHX counter 35*, Pf growth 48h 59%[activator], Pf growth 96h 39%[activator] and Shiga inhibitor 79*.
`CC1CCN(C(=O)c2[nH]cnc2C(=O)N[C@@H](C)C(=O)OC(C)(C)C)CC1` gave Sm TGR inh 9%, Giardia FBPA inh -2%, CHX counter -2, Pf growth 48h 49%[activator], Pf growth 96h 0% and Shiga inhibitor -7.
`COc1cccc(-c2ocnc2C(=O)Nc2ccc3c(c2)CCC3)c1` gave Sm TGR inh 0%, Giardia FBPA inh 6%, CHX counter 10, Pf growth 48h 27%, Pf growth 96h inconclusive and Shiga inhibitor 11.
For COc1ccc(NC(=O)CN2C(=O)NC3(CCCCC3C)C2=O)cc1OC (stereo unspecified) the results were Sm TGR inh -2%, Pf growth 48h inconclusive and Pf growth 96h -21%.
For CCOC(=O)N1CCc2c(sc3[nH]c(=S)[nH]c(=S)c23)C1 the results were Sm TGR inh -15%, Giardia FBPA inh 11%, CHX counter -2, Pf growth 48h -3%, Pf growth 96h -11% and Shiga inhibitor -9.

Some of these compounds in order of length of the SMILES, rising:
Cn1ccnc1SCC(=O)Nc1cccc([N+](=O)[O-])c1 was read as Sm TGR inh 65%[activator], Giardia FBPA inh -2%, CHX counter 6, Pf growth 48h 76%[activator], Pf growth 96h 7% and Shiga inhibitor 40.
For CCOC(=O)N1CCc2c(sc3[nH]c(=S)[nH]c(=S)c23)C1 the results were Sm TGR inh -15%, Giardia FBPA inh 11%, CHX counter -2, Pf growth 48h -3%, Pf growth 96h -11% and Shiga inhibitor -9.
COc1ccccc1N1CCN(CC(=O)Nc2nc(C)c(C(=O)N(C)C)s2)CC1 was read as Sm TGR inh 3%, Giardia FBPA inh 11µM*, CHX counter -3, Pf growth 48h -27%, Pf growth 96h 15µM* and Shiga inhibitor 2.
Cc1ccc(CC2S/C(=C(/C#N)C(=O)NCc3ccco3)N(c3ccccc3)C2=O)cc1 (stereo unspecified) was read as Sm TGR inh 3%, Giardia FBPA inh 0%, CHX counter -6, Pf growth 48h -18%, Pf growth 96h 15% and Shiga inhibitor -12.

Additional results follow.
`CCCCNC(=O)c1onc(CSc2ccc(F)cc2)c1C(=O)NCCCC` gave Sm TGR inh 0%, Giardia FBPA inh -7%, CHX counter -3, Pf growth 48h inconclusive, Pf growth 96h -6% and Shiga inhibitor 4.
CCCn1c(=O)c2ccccc2n2c(SCCOc3ccccc3)nnc12 was read as Sm TGR inh 3%, Giardia FBPA inh -1%, CHX counter 2, Pf growth 48h inconclusive, Pf growth 96h inconclusive and Shiga inhibitor -4.
For COc1ccc(Cl)cc1NC(=O)N1CCC(C)CC1 the results were Sm TGR inh -20%, Giardia FBPA inh inconclusive, CHX counter 3, Pf growth 48h -28%, Pf growth 96h 1% and Shiga inhibitor 8.
`COCCCNC(=S)Nc1ccc2nc3n(c(=O)c2c1)CCCCC3` gave Sm TGR inh 19%, Giardia FBPA inh 0%, CHX counter -1, Pf growth 48h -2%, Pf growth 96h 0% and Shiga inhibitor -11.
For CC(=O)c1ccc(Sc2ccccc2)cc1 the results were Sm TGR inh 1%, Giardia FBPA inh -5%, CHX counter 19, Pf growth 48h 33%[activator], Pf growth 96h 21% and Shiga inhibitor 13.
For CC1CCN(C(=O)Cn2c(=O)n(CCCC(=O)NCc3ccco3)c(=O)c3sccc32)CC1 the results were Sm TGR inh -18%, Giardia FBPA inh -4%, CHX counter -12, Pf growth 48h -16%, Pf growth 96h inconclusive and Shiga inhibitor -4.
`Cc1ccc(OCC(=O)NCC(=O)Nc2ccc(F)c(F)c2F)c([N+](=O)[O-])n1` gave Sm TGR inh -9%, Giardia FBPA inh 2%, CHX counter -7, Pf growth 48h 19%, Pf growth 96h -2% and Shiga inhibitor -13.
For COc1ccc(NC(=O)[C@H](C)NC(=O)C2CCN(S(=O)(=O)c3ccc(C)cc3)CC2)cc1OC the results were Sm TGR inh -8%, Giardia FBPA inh -2%, CHX counter -4, Pf growth 48h 4%, Pf growth 96h 22% and Shiga inhibitor -2.
O=c1c(C/C=C/c2ccccc2)c(O)ccn1CCc1c[nH]c2ccccc12 was read as Sm TGR inh -24%, Giardia FBPA inh -17%, CHX counter 1, Pf growth 48h -26%, Pf growth 96h -25% and Shiga inhibitor 19.
For Cc1onc(-c2ccccc2)c1C(=O)N1CCN(C(=O)c2ccco2)CC1 the results were Sm TGR inh 1%, Giardia FBPA inh 3%, CHX counter -3, Pf growth 48h 10%, Pf growth 96h 31%[activator] and Shiga inhibitor -11.
Screening COc1ccc(Cn2c(SC)nc3ccccc32)cc1[N+](=O)[O-] returned Sm TGR inh -3%, Giardia FBPA inh 11%, CHX counter -3, Pf growth 48h -15%, Pf growth 96h inconclusive and Shiga inhibitor -2.
CS(=O)(=O)N(CC(=O)N1CCCC1)c1ccc(Cl)cc1 was read as Sm TGR inh inconclusive, Giardia FBPA inh 10%, CHX counter -2, Pf growth 48h 5%, Pf growth 96h inconclusive and Shiga inhibitor -6.
Screening COc1ccc(N2CCN(CCNC(=O)Nc3ccc([N+](=O)[O-])cc3OC)CC2)cc1 returned Sm TGR inh -10%, Giardia FBPA inh 15%, CHX counter -1, Pf growth 48h -26%, Pf growth 96h 21% and Shiga inhibitor -3.
For CCCn1c(C(=O)c2ccccc2)nc2ccccc21 the results were Sm TGR inh 13%, Giardia FBPA inh 6%, CHX counter -2, Pf growth 48h 3%, Pf growth 96h 5% and Shiga inhibitor -17.
For O=S(=O)(c1ccc2nc(Nc3ccccc3)ccc2c1)N1CCCCC1 the results were Sm TGR inh -16%, Giardia FBPA inh inconclusive, CHX counter 14*, Pf growth 48h 10µM*, Pf growth 96h inconclusive and Shiga inhibitor 26.
O=C(Cc1cccs1)NCc1ccncc1 was read as Sm TGR inh 3%, Giardia FBPA inh -3%, CHX counter 4, Pf growth 48h -1%, Pf growth 96h -44% and Shiga inhibitor -16.
Screening CCOc1c(Br)cc(C2CC(=O)Nc3cc(OC)c(OC)cc32)cc1OC (stereo unspecified) returned Sm TGR inh -2%, Giardia FBPA inh 0%, CHX counter 1, Pf growth 48h inconclusive, Pf growth 96h 161%[activator] and Shiga inhibitor -8.
Screening C[C@]12CCC(=O)C=C1CC[C@@H]1[C@@H]2CC[C@@]2(C)[C@H]1CC[C@]2(C)O returned Sm TGR inh 1%, Giardia FBPA inh 5%&15%, CHX counter -3&-4 and Shiga inhibitor -10&-3.
`CCOC(=O)Cc1nc2nc(C)cc(C)n2n1` gave Giardia FBPA inh 4%, CHX counter -2, Pf growth 48h 15%, Pf growth 96h -24% and Shiga inhibitor -9.
COc1ccc(Cl)cc1NC(=O)c1[nH]c(C)c(C(C)=O)c1C was read as Sm TGR inh 5%, Giardia FBPA inh 4%, CHX counter -2, Pf growth 48h 54%[activator], Pf growth 96h 30%[activator] and Shiga inhibitor -7.
For COc1nc(OC)nc(N2CCC(C(=O)NCc3ccco3)CC2)n1 the results were Sm TGR inh 3%, Giardia FBPA inh 5%, CHX counter 7, Pf growth 48h -15%, Pf growth 96h 11% and Shiga inhibitor -4.

High-throughput results from PubChem BioAssay.
